Screening results (PubChem)
D1 PAM = Potentiators of Human D1 Dopamine Receptor: qHTS. D(1A) dopamine receptor (Homo sapiens), P21728. HEK293 TREx D1 cells, calcium flux, dopamine EC20 potentiation. potentiation, % at 10 µM. actives 0.036% (n = 360,000). AID 504651, 2011; in the data active = potentiation above about 30%; note: 0% is about no effect
Target sequence (P21728 whole entry, looked up): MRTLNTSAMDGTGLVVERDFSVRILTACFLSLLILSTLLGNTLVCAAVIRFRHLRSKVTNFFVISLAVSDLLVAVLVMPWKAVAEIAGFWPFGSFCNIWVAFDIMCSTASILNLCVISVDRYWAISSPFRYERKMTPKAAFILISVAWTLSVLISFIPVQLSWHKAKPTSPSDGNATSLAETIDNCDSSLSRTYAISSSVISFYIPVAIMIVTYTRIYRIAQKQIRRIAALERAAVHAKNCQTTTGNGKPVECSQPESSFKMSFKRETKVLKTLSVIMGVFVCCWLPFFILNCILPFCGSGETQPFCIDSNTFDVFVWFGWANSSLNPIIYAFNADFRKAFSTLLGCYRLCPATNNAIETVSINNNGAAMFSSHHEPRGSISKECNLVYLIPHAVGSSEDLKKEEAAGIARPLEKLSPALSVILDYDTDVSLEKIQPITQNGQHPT
TRHR enhancer = qHTS for Small Molecule Agonists and Allosteric Enhancers of Human TRH Receptor: Primary Screen for Enhancers. AID 493056, 2011. actives 0.66% (n = 360,000). enhancement, % at 2 µM. Thyrotropin-releasing hormone receptor (Homo sapiens), P34981. TRHR cells, fluo-8 calcium fluorescence, EC20 TRH enhancement; in the data active = enhancement above about 30%; note: 0% is about no effect
Target sequence (P34981 whole entry, looked up): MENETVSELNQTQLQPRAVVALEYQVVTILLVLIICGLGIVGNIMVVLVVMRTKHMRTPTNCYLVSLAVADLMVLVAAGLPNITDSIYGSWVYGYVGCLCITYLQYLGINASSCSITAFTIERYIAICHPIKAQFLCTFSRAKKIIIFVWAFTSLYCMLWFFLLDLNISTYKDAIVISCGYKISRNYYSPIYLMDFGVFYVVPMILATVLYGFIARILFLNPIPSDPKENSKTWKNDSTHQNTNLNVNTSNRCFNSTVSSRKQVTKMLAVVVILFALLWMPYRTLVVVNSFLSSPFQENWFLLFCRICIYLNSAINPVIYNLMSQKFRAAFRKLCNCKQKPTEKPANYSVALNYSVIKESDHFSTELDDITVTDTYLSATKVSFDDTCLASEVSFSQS
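Enhancer read-out: after compound pinning and an initial kinetic agonist-mode read, an EC20 of TRH (10 nM final) was injected and fluo-8 calcium signal (Ex 480/Em 530) followed at 1 s/cycle for 100 cycles in TRHR-expressing cells.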
D2 antag = HTS Assay for Allosteric Antagonists of the Human D2 Dopamine Receptor: Primary Screen for Antagonists. D(2) dopamine receptor (Homo sapiens), P14416. HEK293 TREx D2 cells, calcium flux, dopamine EC80. inhibition, % at 10 µM. actives 2% (n = 340,000); in the data active = inhibition above about 30%; note: 0% is about no effect
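Dopamine at EC80 is the agonist stimulus; test compounds precede it by 180 s. Calcium flux read kinetically in a force-coupled, inducible HEK293 T-REx D2 cell line.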
RXFP1 antagonist = qHTS Assay for Antagonists of the Relaxin Receptor RXFP1; Relaxin receptor 1 (Homo sapiens), Q9HBX9; HEK293-RXFP1, relaxin-stimulated cAMP HTRF, 30 min; stronger effect = lower value; activity change, negative = inhibition, % at 57.5 µM; actives 0.59% (n = 350,000); AID 1259400, 2018;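 active = activity change of -60% or lower, but not beyond a set lower limit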; note: % is set by controls: 0 for no effect and ±100 for the full control effect
TRHR ag = qHTS for Small Molecule Agonists and Allosteric Enhancers of Human TRH Receptor: Primary Screen for Agonists; Thyrotropin-releasing hormone receptor (Homo sapiens), P34981; TRHR cells, calcium flux fluo-8, FDSS agonist mode; activation, % at 2 µM; actives 0.18% (n = 360,000); note: 0% is about no effect
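Read-out: compound-evoked intracellular calcium rise in TRHR cells, fluo-8 dye, kinetic FDSS fluorescence at 1 s/cycle following a 10-cycle baseline. Cells cultured overnight before dye loading (30 min–1.5 h, RT).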
D1 ag = Allosteric Agonists of the Human D1 Dopamine Receptor: qHTS. D(1A) dopamine receptor (Homo sapiens), P21728. HEK293 T-REx D1 cells, calcium flux, agonist mode. activation, % at 2 µM. actives 1% (n = 360,000). AID 504660, 2011; note: 0% is about no effect
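Tetracycline-induced HEK293 TREx D1 cells, force-coupled to calcium signalling, were dye-loaded with a no-wash calcium kit. Compound was pin-added after a 10 s baseline. Fluorescence was read kinetically at 1 cycle/s for 180 s, with calcium rises flagged as agonism.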
D1 antag = Antagonist of Human D 1 Dopamine Receptor: qHTS; D(1A) dopamine receptor (Homo sapiens), P21728; HEK293 TREx D1 cells, calcium flux, dopamine EC80; stronger effect = lower value; activity change, negative = inhibition, % at 10 µM; actives 3.2% (n = 360,000); AID 504652, 2011; in the data active = activity change below about -30%; note: % is set by controls: 0 for no effect and ±100 for the full control effect
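Inducible Hek293 Trex D1 cells (tetracycline, overnight, 30 C). Calcium dye 30–90 min RT. Antagonist mode: EC80 dopamine added after 180 s compound read.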
D2 potentiator = HTS Assay for Positive Allosteric Modulators of the Human D2 Dopamine Receptor: Primary Screen for Potentiators. D(2) dopamine receptor (Homo sapiens), P14416. HEK293 T-REx D2, calcium flux, EC20 dopamine potentiation. potentiation, % at 10 µM. actives 0.34% (n = 340,000);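 active = potentiation over 3 SD above the plate norm, cut at about 30% in these data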; note: 0% is about no effect
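Cells plated with tetracycline inducer and held overnight at 30 C; calcium dye loaded 30–90 min at room temperature; baseline taken, compound added and read 180 s; EC20 dopamine then added and read 180 s.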
D2 ag = HTS Assay for Allosteric Agonists of the Human D2 Dopamine Receptor: Primary Screen for Agonists. D(2) dopamine receptor (Homo sapiens), P14416. HEK293 T-REx D2 cells, calcium flux agonist mode. activation, % at 2 µM. actives 0.53% (n = 340,000). AID 485358, 2010;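 active = activation over 3 SD above normal in the single-dose calcium agonist read, cut at about 30% in these data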; note: 0% is about no effect
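Tetracycline-induced HEK293 T-REx cells with force-coupled D2 receptor, plated overnight at 30 C, loaded with no-wash calcium dye. After a 10 s baseline, compound was pin-added and calcium flux read kinetically for 180 s; calcium rises flagged agonists.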
Active calls of the source: *; . = no result given; & = joins results of further samples; ! = repeats disagree. Cut-off read from the data, not from the text of the source, unless noted: active = activation above about 30%; inactive = the rest.

SMILES	D1 PAM	TRHR enhancer	D2 antag	RXFP1 antagonist	TRHR ag	D1 ag	D1 antag	D2 potentiator	D2 ag
O=C1C2CC=CCC2C(=O)N1CNc1ccccc1 (stereo not drawn)	3	-3	-7	-11	0.6	2	3	-9	0.6
Cc1cc(C)nc(NC(=O)/C=C/c2ccc(Cl)cc2Cl)c1	4	-4	10	.	0.9	2	5	-26	3.2
CCn1cc(S(=O)(=O)c2ccc(Cl)cc2)c(=O)c2cc(F)c(N3CCOCC3)cc21	0	14	.	-8	-0.1	-2	6	2	0.8
O=C(CSc1ncnc2c1cnn2-c1cccc(Cl)c1)NCC1CCCO1 (stereo not drawn)	-3	1	3	-10	0.3	11	-26	0	0.2
CC(C)c1onc(C(=O)Nc2sc3c(c2C#N)CCC3)c1[N+](=O)[O-]	-7	2	0	-3	-0.7	3	-1	-4	2.8
Fc1ccccc1-c1nc2ccccc2[nH]1	-1	1	-21	9	-0.4	0	8	6	-2.8
CCc1cc(=O)oc2c3c(cc(OCC(=O)NCCN4CCOCC4)c12)OC(C)(C)CC3	-3	-1	2	.	-0.7	2	2	-5	0.6
COc1cc(/C=C/c2nnc3c4ccccc4ncn23)cc(OC)c1OC	-6	-10	7	-6	-0.1	2	-8	-14	4.5
O=C(CN1CCCC1)Nc1ccccc1Cl	-7	-9	-27	-1	0.6	2	-5	12	0.8
COC(=O)C1CSC(C(=O)OC)N1C(=O)Nc1c(C)cccc1C (stereo not drawn)	-6	4	3	12	0.1	4	9	-7	-0.8

Sorted by value in D2 potentiator (smallest number first): some entries from above.
canonical_smiles,D2 potentiator
COC(=O)C1CSC(C(=O)OC)N1C(=O)Nc1c(C)cccc1C (stereo not drawn),-7
CC(C)c1onc(C(=O)Nc2sc3c(c2C#N)CCC3)c1[N+](=O)[O-],-4
O=C(CN1CCCC1)Nc1ccccc1Cl,12

Continued:
SMILES	D1 PAM	TRHR enhancer	D2 antag	RXFP1 antagonist	TRHR ag	D1 ag	D1 antag	D2 potentiator	D2 ag
CCC(=O)Nc1cccc(C(=O)/C=C/c2ccccc2)c1	-3	-15	7	-10	4.0	6	-21	3	0.8
CC(C)(C)c1ccc(-c2nnc(N)o2)cc1	2	-8	2	-5	-0.4	3	1	0	-0.3
CCN(CC)c1ccc(/C=N/NC(=O)c2ccc([N+](=O)[O-])cc2)cc1	-5	-7	8	0	0.4	2	23	-14	-0.1
O=S(=O)(Nc1ccc(-c2csc(-c3ccccc3)n2)cc1)c1ccccc1	-4	-10	-4	-14	-0.2	2	-8	-20	-0.2
Cc1ccc(-c2cc(C(=O)N/N=C/c3ccc(F)cc3)n[nH]2)o1	5	-5	5	-18	0.2	1	5	-1	0.1
Cc1ccc(S(=O)(=O)N2CCOCC2)cc1C(=O)OCC(=O)c1ccc(Br)cc1	.	8	12	-2	0.5	13	-11	6	0.3
COc1ccc(CCC(C(O)C(F)(F)F)S(=O)c2ccccc2)cc1 (stereo not drawn)	-2	-7	-10	-22	0.1	2	0	-7	-0.1
CCOc1ccc(CN(CCc2ccc3c(c2)OCO3)Cc2cc(OC)cc(OC)c2)cc1	-4	-2	.	-4	0.7	7	0	-20	19
CC(C)=CC(=O)OCC(=O)Nc1cc(C)cc(C)c1	-4	2	8	-11	-0.2	0	.	10	-1.9
COc1ccc(-n2c(Cc3cccn3C)nnc2SCC(=O)Nc2ccc3c(c2)OCO3)cc1	2	4	13	-14	-0.2	0	9	5	-2.3

Results in D2 antag, D2 potentiator and D1 ag (two entries from above):
Compound	D2 antag	D2 potentiator	D1 ag
Cc1ccc(S(=O)(=O)N2CCOCC2)cc1C(=O)OCC(=O)c1ccc(Br)cc1	12	6	13
CCN(CC)c1ccc(/C=N/NC(=O)c2ccc([N+](=O)[O-])cc2)cc1	8	-14	2

Other results follow.
SMILES	D1 PAM	TRHR enhancer	D2 antag	RXFP1 antagonist	TRHR ag	D1 ag	D1 antag	D2 potentiator	D2 ag
CCOC(=O)c1cnn2c(C(F)(F)F)cc(-c3ccc(Br)cc3)nc12	-3	-5	.	-14	-0.4	2	16	3	0.4
COCCN1C2=C(COC(C)(C)C2)C(=S)NC1c1ccccc1 (stereo not drawn)	9	13	-3	1	0.4	1	-23	4	0.6
CC(NC(=O)C(=O)NCCN1CCN(C(=O)c2ccccc2Br)CC1)c1ccccc1 (stereo not drawn)	-2	-3	-6	-12	0.0	3	4	-1	-0.6
Cc1ccc(-n2nc(C)c(=O)c(-c3ccccc3)c2NC(=O)C(C)C)cc1	-9	24	-2	0	0.3	2	-7	-13	-0.4
CC(C)(C)OC(=O)N/N=C/c1ccc(N2CCOCC2)s1	3	-5	0	-2	-0.1	2	-8	-7	1.1
CCc1cc(C(=O)N2CCCC(C(=O)c3ccc(OC)c(F)c3)C2)n(C)n1 (stereo not drawn)	-11	3	-3	41	0.4	7	6	-3	-0.2
CCOC(=O)Cn1nnnc1CN1CCN(c2ccc(OC)cc2)CC1	-3	34*	0	-4	0.8	4	-2	6	-0.5
CC(=O)Oc1ccc(N2C(=O)CC(N3CCOCC3)C2=O)cc1 (stereo not drawn)	-2	4	-2	-14	-0.2	0	-2	17	-0.1
S=c1sc2c(N3CCOCC3)ncnc2n1-c1ccccc1	1	-4	2	-13	-0.9	5	-6	9	1.3
Cc1cc(C)cc(OCC(O)CN2CCN(Cc3ccc4c(c3)OCO4)CC2)c1 (stereo not drawn)	-7	44*	3	-19	0.1	22	-7	-21	-0.6
Cc1cc(C(F)(F)F)nn1CC(=O)N1CCOCC1	-9	4	-11	12	-0.2	2	-4	4	0.1
COc1ccc(CN(C(=O)c2cc(=O)c3ccccc3o2)C2CCS(=O)(=O)C2)cc1OC (stereo not drawn)	13&-3	-3&-4	2	-6&-17	0.4&-0.5	4&3	-37*!	8&-3	-0.5&-1.1
CC(C)Oc1ccc(C2CC(=O)N(C)C2=O)cc1 (stereo not drawn)	-7	-1	-9	-1	0.4	2	-2	13	0.7
Cc1ccc(-n2c(-c3ccc(Cl)cc3)n[nH]c2=S)cc1	-3	1	6	-13	-0.3	7	-16	5	0.9
COC(=O)c1cc(-c2ccccc2)n[nH]1	9	2	6	-2	-0.3	2	-7	-1	-0.1
O=C(CSc1nnc(-c2ccncc2)n1C1CCCCC1)Nc1cccc(O)c1	-3	-2	-3	11	0.2	2	1	13	0.1
COc1cc(C2C3=C(CCCC3=O)Nc3[nH]n(-c4ccccc4)c(=O)c32)cc(OC)c1OC (stereo not drawn)	-11	6	13	-2	3.7	0	6	-2	0.0
C/C(CC(=O)NC(C)(C)C)=N\NC(=O)c1ccccc1N	-3	0	-3	-4	-0.3	4	9	.	0.0
O=c1[nH]c(=O)c2nc3ccccc3nc2[nH]1	-6	-7	13	.	7.0	15	-16	7	1.0
O=[N+]([O-])c1ccc(O)c(/C=N/n2c(CO)nc3ccccc32)c1	0	9	-32	7	1.2	2	10	3	0.3
Cc1nnc(SCC(=O)N2CCOCC2)c2ccccc12	-1	-9	-12	-7	0.0	-1	3	16	-0.2
COc1ccc(CC(=O)NCc2ccc(-n3cccc3)cc2)cc1OC	-1	-9	6	-3	-0.9	14	-7	12	-0.6
Cc1noc(C)c1S(=O)(=O)N(CC(=O)Nc1ccc(F)cc1F)c1ccc(C(C)C)cc1	-1	15	.	.	2.8	7	-28	-10	0.3
Cc1ccc(-n2cc(CN(C)Cc3ncc[nH]3)c(-c3cccc(C)c3)n2)cc1	-3	5	-25	-7	2.5	24	-12	-18	0.6
CCOc1ccc(N(CC(=O)Nc2ccccc2CC)S(=O)(=O)c2c(C)[nH]c(=O)[nH]c2=O)cc1	-1	7	.	-1	-0.1	0	6	9	-1.2
NS(=O)(=O)c1ccc(Nc2nc(-c3ccccc3)cs2)cc1	-6	6	.	-20	0.1	0	-32*	.	.
CC(C)n1cnc2c(Nc3cccc(Cl)c3)nc(NCCCO)nc21	1	-2	13	.	-1.0	0	-8	-1	-1.5
CCOc1ccc(N2CC(c3nc4ccccc4n3CC(C)C)CC2=O)cc1 (stereo not drawn)	-1	-3	.	-15	0.2	-2	-9	-4	-0.3
CCN(CC)CCNC(=O)c1nn(-c2ccc(C)cc2)c(=O)c2c1c1ccccc1n2C	6	5	-15	4	0.2	2	-8	-5	0.6
Cc1occc1-c1nnc(SCC(=O)NCC2CCCO2)n1C (stereo not drawn)	-2	-3	-6	11	1.1	1	1	-27	0.5
CCOC(=O)c1c(C)[nH]c(C2=NNC(=Nc3ccccc3)SC2)c1C	-2	-2	6	-12	0.3	0	-11	-6	-0.3
Cc1cc(C(=O)NNc2ccccc2F)no1	-1	-3	3	-19	0.0	2	16	-7	-0.4
COc1ccc(-c2nnc(CSc3ncnc4sc5c(c34)CCC5)o2)cc1OC	-1	2	1	-13	-0.6	2	-19	-4	-2.1
CN(C)c1ccc(CN(C)C2CCCCC2)cc1	-6	-2	-6	-8	0.2	1	-2	-6	0.4
COc1nccnc1NS(=O)(=O)c1ccc(NC(=S)NC(=O)/C=C/c2ccccc2)cc1	-8	-3	14	-9	-0.8	0	3	2	-1.4
c1ccc2c(OCCCCN3CCOCC3)cccc2c1	0	-1	5	-12	0.5	2	1	-27	-0.4
CC(C)CC(CCc1ccccc1)OS(N)(=O)=O (stereo not drawn)	-13	9	-10	.	-0.1	1	-15	5	-0.9
Cc1ccc(NC2=C(c3ccc(C(F)(F)F)cc3)C(=O)c3ccccc32)cc1C	-1	-2	.	-11	-0.3	1	7	0	-0.2
COc1ccc(C=C(C(C)=O)C(C)=O)cc1OC	-3	1	11	0	0.3	1	-16	7	0.3
CC[C@@H](C)[C@H](NC(=O)CCc1c(C)c2cc3c4c(oc3c(C)c2oc1=O)CCCC4)C(=O)O	5	-1	-11	16	1.0	3	3	9	0.2
CCCc1ncc(C(O)c2cccc(OC)c2OC)n1C (stereo not drawn)	-1	6	9	7	0.0	1	2	19	0.5

Among those listed so far, 3 contain bromine.
SMILES	D1 PAM	TRHR enhancer	D2 antag	RXFP1 antagonist	TRHR ag	D1 ag	D1 antag	D2 potentiator	D2 ag
Cc1ccc(S(=O)(=O)N2CCOCC2)cc1C(=O)OCC(=O)c1ccc(Br)cc1	.	8	12	-2	0.5	13	-11	6	0.3
CCOC(=O)c1cnn2c(C(F)(F)F)cc(-c3ccc(Br)cc3)nc12	-3	-5	.	-14	-0.4	2	16	3	0.4
CC(NC(=O)C(=O)NCCN1CCN(C(=O)c2ccccc2Br)CC1)c1ccccc1 (stereo not drawn)	-2	-3	-6	-12	0.0	3	4	-1	-0.6
